EP2 mod – modulators of human EP2 prostaglandin E2 receptor | EP2-expressing cells, cAMP HTRF FRET, PGE2 co-stimulation | induction, % at 25 µM | actives 0.83% (n = 260,000);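 active means compounds whose cAMP rise, as percent of the full-agonist control response, exceeds 60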;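 further: rat C6 glioma line stably carrying human EP2 under a CMV promoter; the protocol text gives 20 µM as final concentration; 100% = response of wells given 1 µM PGE2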
Target sequence (P43116 whole entry, looked up): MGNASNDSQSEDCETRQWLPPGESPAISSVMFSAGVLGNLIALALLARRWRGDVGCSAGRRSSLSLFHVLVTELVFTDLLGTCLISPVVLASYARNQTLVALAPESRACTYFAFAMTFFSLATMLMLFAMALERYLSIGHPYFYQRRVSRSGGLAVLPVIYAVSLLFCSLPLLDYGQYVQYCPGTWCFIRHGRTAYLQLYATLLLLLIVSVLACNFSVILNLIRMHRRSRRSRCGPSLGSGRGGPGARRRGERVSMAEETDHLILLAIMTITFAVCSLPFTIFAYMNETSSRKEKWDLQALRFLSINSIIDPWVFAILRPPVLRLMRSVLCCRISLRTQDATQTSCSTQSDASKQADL
* hit, by the source's call. Not all compounds are listed, so the mix of outcomes need not match the whole.

Preview (18 entries):
EP2 mod,compound
-19,COC(=O)c1c(NC(=O)c2ccco2)sc(C(=O)Nc2ccccc2F)c1C
-44,CCCc1nn(CC(=O)NC2CCC2)c(=O)c2cc3ccsc3n12
-2,O=C(NC1CCCCC1)N1CCC(c2nc3ccccc3o2)CC1
-65,CCOC(=O)Cc1csc(NC(=O)CSc2nc3ccc(OC)cc3cc2C#N)n1
60,CCc1cc2ccc(OC)cc2nc1SCC(=O)NCc1ccccc1
-36,O=C(C1CCCN(S(=O)(=O)c2ccc(Cl)cc2)C1)N1CCOCC1 (stereo unspecified)
-4,COc1ccc(CN(Cc2cc3cc(C)cc(C)c3[nH]c2=O)Cc2nnnn2CC2CCCO2)cc1 (stereo unspecified)
23,Cc1cc(C)c(O)c(Cc2cccc(Cc3cc(C)cc(C)c3O)c2O)c1
-6,Cc1cc(C)c2c(n1)nn1c(N3CCC(C(N)=O)CC3)cc(C)nc21
21,O=C(O)CC[C@]1(C(=O)O)CCC(=O)c2ccccc21
-16,CCn1c(COc2ccccc2C)nnc1SCC(=O)Nc1cc(OC)ccc1OC
-132,S=C(Nc1ccccc1)NC1CC2CCCC(C1)N2C1CC1 (stereo unspecified)
-109,COc1cc(S(=O)(=O)Nc2cc3c(cc2C(C)=O)OCO3)ccc1-n1cnnn1
-32,Cc1ccc(NC(=O)N(CCCN(C)C)Cc2cc3cc4c(cc3[nH]c2=O)OCCO4)cc1
-15,CCC1c2ccsc2CCN1Cc1ccc2c(c1)n(C)c(=O)n2C (stereo unspecified)
2,COC(=O)NC1SC(C)=NC1(O)c1ccccc1 (stereo unspecified)
7,C=C(C)C1CC=C(CO)CC1 (stereo unspecified)
-47,C=CCNC(=O)CN1CCC(c2ccccc2F)CC1

The list itself, from the start:
EP2 mod,compound
-19,COC(=O)c1c(NC(=O)c2ccco2)sc(C(=O)Nc2ccccc2F)c1C
-44,CCCc1nn(CC(=O)NC2CCC2)c(=O)c2cc3ccsc3n12
-2,O=C(NC1CCCCC1)N1CCC(c2nc3ccccc3o2)CC1
-65,CCOC(=O)Cc1csc(NC(=O)CSc2nc3ccc(OC)cc3cc2C#N)n1
60,CCc1cc2ccc(OC)cc2nc1SCC(=O)NCc1ccccc1
-36,O=C(C1CCCN(S(=O)(=O)c2ccc(Cl)cc2)C1)N1CCOCC1 (stereo unspecified)
-4,COc1ccc(CN(Cc2cc3cc(C)cc(C)c3[nH]c2=O)Cc2nnnn2CC2CCCO2)cc1 (stereo unspecified)
23,Cc1cc(C)c(O)c(Cc2cccc(Cc3cc(C)cc(C)c3O)c2O)c1
-6,Cc1cc(C)c2c(n1)nn1c(N3CCC(C(N)=O)CC3)cc(C)nc21
21,O=C(O)CC[C@]1(C(=O)O)CCC(=O)c2ccccc21
-16,CCn1c(COc2ccccc2C)nnc1SCC(=O)Nc1cc(OC)ccc1OC
-132,S=C(Nc1ccccc1)NC1CC2CCCC(C1)N2C1CC1 (stereo unspecified)
-109,COc1cc(S(=O)(=O)Nc2cc3c(cc2C(C)=O)OCO3)ccc1-n1cnnn1
-32,Cc1ccc(NC(=O)N(CCCN(C)C)Cc2cc3cc4c(cc3[nH]c2=O)OCCO4)cc1
-15,CCC1c2ccsc2CCN1Cc1ccc2c(c1)n(C)c(=O)n2C (stereo unspecified)
2,COC(=O)NC1SC(C)=NC1(O)c1ccccc1 (stereo unspecified)
7,C=C(C)C1CC=C(CO)CC1 (stereo unspecified)
-47,C=CCNC(=O)CN1CCC(c2ccccc2F)CC1
-8,COc1ccc2[nH]c(=O)c(CN(C(C)=O)c3cc(C)ccc3C)cc2c1
-20,O=C(NCCc1ccccc1)[C@@H]1C=CCN1C(=O)c1cccs1
11,CCOc1ccccc1N(CC(=O)N1CCN(c2ccccc2F)CC1)S(C)(=O)=O
10,CCC1Oc2ccccc2N(CC(=O)N2CCCC2)C1=O (stereo unspecified)
-8,Cc1cc(C)cc(OCC(=O)N2CCCC2)c1
-24,CCCc1ccc(C(=O)O)o1
-105,O=C(CCSc1nc(-c2ccc3c(c2)OCO3)cc(C(F)(F)F)n1)NCc1ccc(F)cc1
41,CCN(Cc1ccccc1)C(c1cc2cc(OC)c(OC)cc2[nH]c1=O)c1nnnn1C(C)(C)CC (stereo unspecified)
23,CCCc1ncc(C[n+]2ccccc2C)c(N)n1
11,C=CCOc1ccccc1CN1CCc2c(nc(N3CC(C)OC(C)C3)[nH]c2=O)C1 (stereo unspecified)
15,O=C(CSc1nnc(NC(=O)c2ccc(F)cc2)s1)NC1CCCC1
-53,Cc1cc(C)c2cc(C)c3nn(CC(=O)N(C)C)c(=O)n3c2c1
-4,COc1ccc(S(=O)(=O)N2CCCC(C(=O)NCc3cccnc3)C2)cc1 (stereo unspecified)
-13,CCOc1ccc2[nH]c(=O)c(CN(Cc3ccccc3)C(C)=O)cc2c1
-15,Cc1ccccc1N(CC(=O)NC(C)(C)C)C(=O)CNC(=O)c1cccs1
-17,O=C1NC2(CCN(C(=O)CCc3nc4ccccc4s3)CC2)Oc2ccccc21
-8,Oc1ccc(-c2nc3ccc(Cl)cn3c2NCC2CCCO2)cc1 (stereo unspecified)
13,COc1ccc(NC(=O)CCSc2nc(-c3ccc(OC)cc3)cc(C(F)(F)F)n2)cc1
-96,O=C(c1ccc(Br)s1)N1CCC[C@H]1[C@H](O)c1nc2ccccc2s1
-33,COc1ccc2c(c1)cc(C)c1nn(CC(=O)N3CCC(C)CC3)c(=O)n12
-8,CCc1nc2ccc(NC(C)=O)cc2c(=O)n1Cc1ccc(F)cc1
13,Cn1c(=O)[nH]c(=O)c2c1nc(N1CCN(CCO)CC1)n2Cc1ccccc1
-64,OC(CN1CCC2(CC1)CC(O)c1cc(Cl)ccc1O2)c1ccc2c(c1)CCC2 (stereo unspecified)
9,Cc1ccc2[nH]cc(C(=O)N3CCC(C)CC3)c(=O)c2c1
21,O=c1c(O)cc([C@H]2Oc3cc(O)cc(O)c3C[C@H]2O)cc2c([C@H]3Oc4cc(O)cc(O)c4C[C@H]3O)cc(O)c(O)c12
35,CCc1nc(SCC(=O)Nc2nc(C)c(C)s2)c2c(C)c(C)sc2n1
6,O=C(CSC1=NCCN1)Nc1ccccc1
43,CCc1c(O)c2c(c(O)c1C(C)=O)C(=O)c1c(cc(O)c(C(=O)O)c1C(=O)O)C2=O
-34,CC(C)n1c(=O)oc2cc(S(=O)(=O)NCC(c3ccc(F)cc3)N(C)C)ccc21 (stereo unspecified)
-45,C[N+](C)(C)c1cc2c(nn1)Nc1ccccc1S2
-85,COc1cc2cc(CN(Cc3ccco3)C(=O)Nc3ccc(Cl)cc3)c(=O)[nH]c2cc1OC
-43,O=C1CC2(CCN(C(=O)N3CCOCC3)CC2)Oc2ccc(F)cc21
-35,COc1ccc(CCNC(=O)Cn2nc(C)n3c(cc4sccc43)c2=O)cc1
16,CCCn1c(=O)c(C(=O)Nc2ccc(OC)cc2)c(O)c2ccccc21
13,COc1ccccc1N1CCN(C(=O)CN(c2ccc(Cl)cc2)S(C)(=O)=O)CC1
-43,Cc1ccccc1NC(=O)Cn1cc(C(=O)C(C)C)c2ccccc21
14,COc1ccc(NC(=O)N(Cc2ccccc2)Cc2cc3ccc(C)cc3[nH]c2=O)cc1
24,CCCC(c1nnnn1C1CCCCC1)N(Cc1ccccc1)Cc1cc2cc(C)ccc2[nH]c1=O (stereo unspecified)
-59,CCN(CC)CCOC(=O)c1ccc2nc(NC(=O)c3ccc(Cl)cc3Cl)sc2c1
-9,CCn1c(CNc2ccc(C)cc2C)nnc1SCC(=O)OC1CCCCC1
13,CCOc1ccccc1/C=C\c1nc(O)c([N+](=O)[O-])c(=O)[nH]1
-16,CN(C)C(=O)Cn1nc(C(c2ccccc2)c2ccccc2)oc1=O

Next compounds.
EP2 mod,compound
19,C[N+](C)(C)CCN[N@+]1(C)CCCc2ccccc21
-38,CCC(=O)OCCSc1nc2ccccc2s1
-51,CC(C)n1c(=O)oc2cc(S(=O)(=O)N3CCCC(C(N)=O)C3)ccc21 (stereo unspecified)
-23,COc1cc(C2C(C#N)=C(N)Oc3c2c(C)nn3-c2ccccc2)ccc1OCC#N (stereo unspecified)
-44,CCOc1ccc(-c2cc(C(=O)Nc3n[nH]c(-c4cccs4)c3C)[nH]n2)cc1
-14,NC1=NC(=O)C2(COC(c3ccccc3)OC2)S1 (stereo unspecified)
-52,OC(CN1CCC(O)(c2ccc(F)cc2)CC1)c1ccc2c(c1)OCCCO2 (stereo unspecified)
19,C/C1=C/CC(C)(C)/C=C/C/C(C)=C/CC1
-4,COc1cc2cc(CN(CCCO)C(=S)NCc3ccco3)c(=O)[nH]c2cc1OC
-6,CCc1nc(SCC(=O)Nc2ccc(Cl)cc2)n[nH]1
-30,COc1ccc([C@@H]2C[C@H](C(=O)Nc3cccnc3Cl)N(C)S(=O)(=O)N2)cc1OC
-12,CCOc1ccc2[nH]c(=O)c(CN(Cc3nnnn3Cc3ccc(F)cc3)CC3CCCO3)cc2c1 (stereo unspecified)
-20,Cc1ccc2cc(C(c3nnnn3C(C)(C)C)N3CCN(C)CC3)c(=O)[nH]c2c1C (stereo unspecified)
-26,CC1C(c2ccc(F)cc2)=NOC1C(=O)N(C)Cc1nnc(-c2ccccc2)o1 (stereo unspecified)
-48,COc1ccccc1N1CCN(C(=O)CSc2nnc(-c3ccccc3Cl)o2)CC1
-15,COc1ccc(-c2ccc(SCC(=O)N3C(C)CCCC3C)nn2)cc1OC (stereo unspecified)
6,COc1nc(OC)nc(N2CCC(C(=O)Nc3ccc4c(c3)CCC4)CC2)n1
7,Cc1ccn2cc(C(=O)NCCN3CCOCC3)nc2c1
0,CC1CCc2c(sc3ncn(C4CCN(C(=O)C5CCCO5)CC4)c(=O)c23)C1 (stereo unspecified)
-9,COc1ccc(C2(C(=O)N3CCC4(CC3)NC(=O)c3ccccc3N4)CCCC2)cc1
-42,O=C(NC1CCCC1)c1ccc(Cl)c(S(=O)(=O)N2CCOCC2)c1
-10,O=C(CSc1nc(-c2ccco2)cc(C(F)(F)F)n1)N1CCCC1
-83,COc1cccc(/C=C2\SC(=S)N(CCC(=O)Nc3nc4ccccc4s3)C2=O)c1
-41,CCCn1c(CN2CCC(NC(C)=O)(c3ccccc3F)CC2)nc2ccccc21
-51,COCCNC(=S)N1CCC(C(=O)c2ccc(Cl)cc2)CC1
6,CC(C)c1ccc(OCC(=O)Nc2ccc(S(=O)(=O)Nc3ccccn3)cc2)cc1
-4,Cc1ccc(NC(=O)CN(c2ccc3c(c2)OCO3)S(C)(=O)=O)c(C)c1
4,Cc1noc(C)c1C(=O)N[C@H](Cn1nnc2ccccc21)C(C)C
-87,CCOc1cc(/C=C2\C(=O)NC(=O)N(c3ccc4c(c3)OCO4)C2=O)ccc1O
10,O=C(NCCN1CCOCC1)c1ccccc1Cl
-7,COc1ccc([C@@H]2C[C@H](C(=O)N3CCOCC3)N(C)S(=O)(=O)N2)cc1OC
13,COC(=O)c1c(NC(=O)CCc2ccccc2)sc2c1C(C(=O)OC)CC2 (stereo unspecified)
-74,CC(=O)Nc1ccc(-n2nnnc2SCC(=O)Nc2nc(-c3ccc(Cl)cc3)cs2)cc1
13,CCCc1ncc(CN2CCC(O)(c3ccc4c(c3)OCO4)CC2)cn1
45,Cc1cc2cccc(C)c2nc1SCC(=O)N1CCCCC1
-19,CCc1cc2ccc(OC)cc2nc1SCC(=O)NNC(=O)C(C)C
-11,COc1ccc(CNC(=O)c2nn(C)cc2[N+](=O)[O-])cc1
-91,COc1cccc(-n2c(SCC(=O)NC(C)(C)C)nnc2-c2cccnc2)c1
17,CC(C(=O)Nc1ccccc1-c1ccccc1)n1nc(-c2cccs2)cc(N)c1=O (stereo unspecified)
-26,O=C(CSc1nc(-c2ccco2)cc(C(F)(F)F)n1)Nc1ccccc1F
-37,CC[C@H](Cn1ncc2ccccc2c1=O)NC(=O)CC(C)C
-27,O=C(CCCc1c[nH]c2ccccc12)N1CCC(n2nnc3cccnc32)CC1
22,FC(F)(F)c1nc(NCc2cccs2)c2nnn(Cc3ccccc3Cl)c2n1
-33,COc1cc(C(=O)NCc2noc(-c3ccc(C)cc3)n2)c2ccccc2n1
-33,FC(F)(F)c1ccc(-c2noc(CN3CCCCC3CCN3CCOCC3)n2)cc1 (stereo unspecified)
-58,N#Cc1c(NC(=S)NC(=O)c2cccs2)sc2c1CCCC2
-29,CCOC(=O)CSc1nnc(-c2ccc(OC)c(OC)c2)o1
-32,COC1=CC(=O)C(O)=C/C1=C\C=C\c1ccccc1
-23,COc1cc(C(=O)Nc2nc(C)c(C(C)=O)s2)cc(OC)c1OC
-58,Cc1ccc(-c2nnc(SCC(=O)Nc3ccccc3Br)o2)cc1
-82,O=C(NCc1ccc2c(c1)OCO2)c1ncoc1-c1cccs1
10,CC(C)c1nnc(SCC(=O)Nc2nc3c(s2)CCCC3)n1C
-30,CCCNC(=O)Cn1nc(-c2ccccc2OC)ccc1=O
-6,Cn1c(SCC(=O)Nc2cccc(NC(=O)C3CCCCC3)c2)nnc1-c1cccnc1
58,O=C(Nc1cccc(Cl)c1N1CCCCC1)c1cccnc1
-44,COc1cccc(CN[C@@H]2CCC(=O)N[C@H]2c2cc(F)cc(F)c2)c1O
12,COc1cccc(C(=O)N(Cc2cc3cc(C)cc(C)c3[nH]c2=O)CC2CCCO2)c1 (stereo unspecified)
-15,Cc1ccc(-c2nc(NC(=O)c3ccco3)sc2C)c(C)c1
18,CCC(c1nnnn1C(C)(C)CC)N(Cc1ccc(F)cc1)Cc1cc2c(C)cc(C)cc2[nH]c1=O (stereo unspecified)
-4,COc1ccc([C@@H]2C[C@H](C(=O)N3CCCC3)N(C)S(=O)(=O)N2)cc1OC

(list continues)
EP2 mod,compound
19,C1CCN(CC[C@@H]2CCCCN2)CC1
-43,CC(=O)c1ccc(NC(=O)COC(=O)c2ccco2)cc1
23,COc1ccc2cc(CN(Cc3ccc(C)cc3)Cc3nnnn3C3CCCC3)c(=O)[nH]c2c1
2,CNC(=S)N(Cc1cc2ccc(C)c(C)c2[nH]c1=O)CC1CCCO1 (stereo unspecified)
1,COc1cccc(/C(O)=C2/C(=O)C(=O)N(Cc3ccco3)C2c2ccc(O)c(OC)c2)c1 (stereo unspecified)
-3,Cc1cccc(NC(=O)COc2ccc(S(=O)(=O)N3CCCC3)cc2)c1

Compound activity: PubChem BioAssay, Emory University Molecular Libraries Screening Center
